Assay outcomes deposited in PubChem BioAssay by National Center for Advancing Translational Sciences (NCATS).
HT1080 IDH1KD tx – HT-1080 IDH1 knockdown cell toxicity (counter line). HT-1080 IDH1 knockdown viability, ATP luminescence, 48 h. Potency, µM (doses to about 46.1 µM), inactives show at the highest dose activity, negative = toxicity, most hits filed as cytotoxic. 360,000 compounds, 2% hits;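 also: potency is read from the fitted curve at half-maximal effect; 0% = DMSO wells and -100% = cell-free medium wells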
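Cytotoxicity counter-line: IDH1KD HT-1080, 48 h, CellTiter-Glo. Curves classed by r2, magnitude and activity.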
IL1B secr inh – blocks inflammasome-driven IL-1 beta release. THP-1 LPS/ATP IL-1B secretion, AlphaLISA, 16 h; active compounds read low. activity change, % at 57.5 µM. 360,000 compounds, 4.7% hits; in the data active = activity change below about -50%; inconclusive = mostly about -30% to -49%; also: % is scaled to controls: 0 for no effect and ±100 for the full control effect
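THP-1 cells pretreated 1 hr with compounds (up to 57.5 uM final), then stimulated with LPS (250 ng/mL final) plus ATP (1.25 mM final); secreted IL-1B measured by AlphaLISA after 16 hr, decreased signal indicating inhibition.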
SW480 rerep – induces DNA re-replication in SW480 colon adenocarcinoma cells; SW480 DNA re-replication, Hoechst DNA content imaging, 48 h; Potency, µM (doses to about 46.1 µM), inactives show at the top dose re-replication activation, most hits filed as activators; 340,000 compounds, 1.8% hits; AID 624297; also: potency is read from the fitted curve at half-maximal effect; % of control where 0% means no effect; nearly all actives have a fitted effect of over 55% in size
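Per well, 250 cells were exposed to pinned compound for 48 hr. Nuclear DNA was visualised with Hoechst (40 min, 37 C) and total object intensity recorded by fluorescence scanning.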
MCF10A rerep – induces DNA re-replication in MCF 10a normal breast cells; MCF 10A DNA re-replication, Hoechst nuclear intensity, 48 h; Potency, µM (highest dose often 46.1 µM), inactives show at the top dose activity, positive = re-replication, hits mostly activators; 350,000 compounds, 2.9% hits; AID 624296; also: potency is read from the fitted curve at half-maximal effect; % of control where 0% means no effect; nearly all actives have a fitted effect of over 50% in size
ATXN2 expr inh – reduces ATXN2 reporter expression in HEK-293 cells. HEK-293 ATXN2-luciferase reporter, luminescence, 24 h. Potency, µM (doses to about 57 µM), for the others: top-dose activity change, negative = inhibition, actives largely listed as inhibitors. 360,000 compounds, 0.72% hits. AID 1745845; also: potency is read from the fitted curve at half-maximal effect; % is scaled to controls: 0 for no effect and ±100 for the full control effect; nearly all actives have a fitted effect of over 55% in size
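qHTS (up to 57 uM final) was run with 24 h compound exposure of reporter cells at 37 °C. Each well was multiplexed: SteadyGlo luminescence measured ATXN2-luciferase expression after a fluorogenic Gly-Phe-AFC viability readout (25 uM final).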
KB-3-1 cytotox – KB-3-1 parental cell cytotoxicity | 400,000 compounds, 1.4% hits | Potency, µM (top dose mostly 46.1 µM), inactives show at the top dose activity change, negative = cytotoxic, hits mostly cytotoxic | AID 1347075 | KB-3-1 viability, CellTiter-Glo ATP luminescence, 72 h; also: potency is read from the fitted curve at half-maximal effect; % is scaled to controls: 0 for no effect and ±100 for the full control effect; nearly all actives have a fitted effect of over 60% in size
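Using CellTiter-Glo luminescence, growth of non-resistant KB-3-1 adenocarcinoma cells is assessed 72 h after pin-tool compound addition at 37 °C. Normalized responses across the concentration series yield fitted curves.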
HepG2 tox – HepG2 cytotoxicity, counter-screen for TGF-b inhibitors; HepG2 CAGA-GFP viability, ATP luminescence, 18 h; 410,000 compounds, 0.76% hits; Potency, µM (series often up to 46.1 µM), without a hit: at the highest dose activity change, negative = cytotoxicity, hits mostly cytotoxic; also: potency is read from the fitted curve at half-maximal effect; some results filed as inactive show a strong effect at the top dose
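CellTiter-Glo luminescence gave cytotoxicity after 18 hours at 37 degrees C. The cells were HepG2 CAGA-GFP in 1% FBS DMEM, stimulated with 500 pg/mL TGF-beta after compound addition. %Activity was normalised to no-cell wells (complete cell-killing) and DMSO (no toxicity), and curves were fitted and classified.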
HT1080NT lethal – kills 2HG-producing HT-1080-NT fibrosarcoma cells; HT-1080-NT fibrosarcoma viability, CellTiter-Glo ATP luminescence, 48 h; Potency, µM (doses to about 46.1 µM), for the others: at the top dose activity, negative = less viability, hits mostly cytotoxic; 360,000 compounds, 1.6% hits; AID 686970;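 also: NT is the 2HG producing partner of a matched IDH1 knockdown line; potency is read from the fitted curve at half-maximal effect; 0% = DMSO-treated cells and -100% = media-only wells without cells; nearly all actives have a fitted effect of over 55% in size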
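Toxicity toward the 2HG-producing NT line was scored as %Activity, normalised to DMSO and no-cell wells, from CellTiter-Glo luminescence after 48 hours' treatment.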
S2 tox – reduces viability in counter-screen for ATXN expression inhibitors; S2 cells (HEK-293 line with an ATXN2-luciferase reporter) viability, CellTiter-Fluor protease fluorescence, 24 h; Potency, µM (doses to about 56.7 µM), hits mostly cytotoxic; AID 651635; 400,000 compounds, 0.49% hits; also: potency is read from the fitted curve at half-maximal effect; nearly all actives have a fitted effect of over 40% in size
Starred values were filed as active, the others as inactive; i = inactive; ? = inconclusive; / = not tested or not shown; [ ] = remark or other dose. Unless noted, calls follow the shape of the dose curve; as a rule, active = well fitted curve in the direction sought with a large enough effect; inconclusive = small, poorly fitted or top-dose-only effect, or another doubt; inactive = no such curve, though single readings can be large; an effect the other way counts as inactive or inconclusive.

SMILES	HT1080 IDH1KD tx	IL1B secr inh	SW480 rerep	MCF10A rerep	ATXN2 expr inh	KB-3-1 cytotox	HepG2 tox	HT1080NT lethal	S2 tox
O=C(Nc1ccc(Cl)cn1)c1cccc(OCc2ccccc2)c1	?	55	?	?	19%	?	-18%	?	i
N#Cc1ccc(OCC(=O)NCCCn2ccnc2)cc1	16%	19	-2%	0%	-4%	10%	2%	3%	i
Cc1ccccc1OCc1n[nH]c(=S)n1-c1ccccc1	2%	15	-3%	0%	5%[11.3 µM]	-7%	1%	25%	i
O=C1CC(c2cc([N+](=O)[O-])ccc2Cl)c2c(ccc3ccccc23)N1 (stereo not given)	?	18	?	?	22%	?	5%	?	?
Cc1nnc(N2CCC(C(=O)NC(C)C)CC2)c2nn(-c3ccc(Cl)cc3)c(C)c12	/	/	/	/	3%	-2%	2%	/	i
CC(=O)CSc1nc2c(c(=O)[nH]c(=O)n2C)n1Cc1cccc(Br)c1	-29%	-3	2%	?	14%	?	-8%	-17%	i
CC(C)C(=O)N1CCC(c2nc(-c3ccc(S(=O)(=O)N4CCN(C)CC4)cc3)no2)CC1	5%	43	-4%	-8%	3%	-1%	11%	6%	i
CCCCC[C@H](C)N1C[C@@H](COCc2ccccc2)Oc2cc(N3CCC[C@@H]3CO)ccc2S1(=O)=O	6%	1	/	/	-23%	9%	/	3%	?
COCCn1c(SCC(=O)c2cc(C)n(C)c2C)nc2ccccc2c1=O	-17%	?	-10%	-6%	-3%	-1%	-20%	-16%	i
COC(=O)C1=C(C(=O)OC)C2(OC1c1cccc(F)c1)C(=O)c1ccccc1C2=O (stereo not given)	1%	7	1%	?	-1%	-5%	-24%	5%	i
CN(C)c1ccc(C(=C2C=CC(=[N+](C)C)C=C2)c2ccc(N(C)C)cc2)cc1	/	/	?	3%	7.7µM*	2.6µM*	-93%	/	18µM*
COCOCCn1cc(CN2CCS(=O)(=O)N(Cc3ccc(-c4ccc(C)cc4)cc3)C(C(C)C)C2=O)nn1 (stereo not given)	4%	3	/	/	-7%	-3%	-28%	-2%	i
CCCCn1c(SCC(=O)NC2CCS(=O)(=O)C2)nnc1-c1ccc(OC)cc1 (stereo not given)	-2%	6	-1%	15%	-1%	10%	-27%	-2%	i
Cc1cc(O)c(C(C)C)cc1N=C1CSC(=O)N1	0%	19	-1%	?	2%	9%	-22%	4%	i
NC(=O)c1ncn([C@@H]2O[C@H](CNCc3ccccc3C#Cc3ccccc3)[C@@H](O)[C@H]2O)n1	2%	12	10%	-48%[inhibitor]	2%	24%	1%	7%	i
Cc1ccsc1C(=O)OCC(=O)Nc1c(Cl)cccc1C(F)(F)F	6%	-6	0%	-3%	0%	15%	3%	5%	?
Cc1nn(C)c(C)c1S(=O)(=O)N1CCC(C(=O)NCC2COc3ccccc3O2)CC1 (stereo not given)	8%	18	1%	-1%	1%	11%	19%	7%	i
CC1(C(=O)O)CCC(C(=O)NC2CCCCC2)C1(C)C (stereo not given)	2%	-1	2%	-5%	2%	11%	-9%	-4%	i
O=C(NC(=S)Nc1ccc2[nH]ncc2c1)c1ccccc1	-23%	?	2%	-1%	17%	17%	-21%	-1%	i
Cc1cc(C)c2cc(CN(CC3CCCO3)S(=O)(=O)c3ccc4c(c3)OCCO4)c(=O)[nH]c2c1 (stereo not given)	-24%	-27	24%	-46%[inhibitor]	27%	2%	-6%	-10%	?
Cc1cc(C)n2nc(SCC(=O)N3CCCC(C)C3)nc2n1 (stereo not given)	-1%	5	-1%	-1%	-4%	-7%	0%	-3%	i
O=C(Nc1ccccc1)N1CCCC(CNS(=O)(=O)Cc2ccccc2)C1 (stereo not given)	-1%	6	2%	4%	4%	-3%	-9%	-7%	i
Cc1nn(-c2ccccc2)c(C)c1C(=O)OCC(=O)Nc1ccc2c(c1)OCO2	0%	-3	?	?	1%	0%	-8%	-4%	i
Cc1ccc(S(=O)(=O)Nc2cc3c4c(c2)CC(=O)N4CCC3)cc1	-12%	15	-1%	2%	8%	-12%	-22%	0%	i
CN(C)C(CNC(=O)C1CCN(S(=O)(=O)c2ccccc2)CC1)c1ccccc1 (stereo not given)	2%	1	6%	1%	-14%	-17%	2%	-7%	i
CN(CC(=O)Nc1cc(S(=O)(=O)N2CCCC2)ccc1Cl)Cc1cccs1	-4%	0	?	7%	/	-8%	-28%	-12%	i
COc1cccc(CN2CCNC(=O)C2CC(=O)N(C)Cc2nc(C)cs2)c1OC (stereo not given)	10%	-5	-5%	-1%	4%	/	-1%	10%	i
O=C(Cc1ccc(NC(=O)C2CCCN(C(=O)C3CCCCC3)C2)cc1)Nc1cccc(C(=O)N2CCCC2)c1 (stereo not given)	3%	24	-6%	-2%	-10%	0%	-1%	7%	i
Nn1c(Cc2ccc(F)cc2)n[nH]c1=S	-9%	-9	0%	0%	6%	-21%	-2%	0%	i
COc1cc(Cl)c(CC(=O)c2c[nH]c3ccccc23)cc1OC	-7%	7	-1%	19%	-5%	13µM*	-31%	-11%	i
COCCNC(=O)C1CCCN(C(=O)c2ccc(F)c(C)c2)CC1 (stereo not given)	4%	-18	/	/	-2%	?	-7%	2%	i
CCCc1cnc2c(c1SCc1cccc(F)c1)c(=O)n(C)c(=O)n2C	/	/	/	/	11%	10%	-15%	/	i
Cc1cc(NC(=O)COc2ccc(C)c(C)c2)no1	26%	15	-11%	7%	25%	14%	-20%	13%	i
CCS(=O)(=O)N1Cc2ccccc2CC1C(=O)Nc1ccc(OC)cc1 (stereo not given)	7%	-6	-6%	-3%	/	3%	-2%	9%	i
C=C(C)c1cccc(C(C)(C)NC(=O)NCCN(CC)CC)c1	-4%	-20	2%	7%	-34%	0%	1%	-13%	i
O=c1cnn(-c2ccc(Cl)cc2Cl)c(-c2ccccc2)c1	-21%	-17	0%	8%	3%	-16%	-20%	-12%	i
O=C(CNCc1ccccc1)Nc1cccc(Cl)c1Cl	-1%	-12	3%	24%	3%	-19%	-5%	-5%	i
CCOc1cc(C(=O)N(C)CC(=O)Nc2cccc(F)c2)ccc1OCC(=O)N1CCOCC1	2%	8	-4%	2%	-1%	6%	-7%	4%	i
CCCCCN(C(=O)NC(=O)NC(C)CC)S(C)(=O)=O (stereo not given)	13%	20	-1%	0%	11%	17%	0%	3%	i
OC1CCN(C(c2ccc3ncccc3c2)c2nnnn2C2CCCCC2)CC1 (stereo not given)	?	3	-1%	?	15%	0%	-5%	0%	i
CCCCCCCNC(=O)C1(CC2CC(c3ccc(Cl)cc3)=NO2)CCNCC1 (stereo not given)	-24%	-84*	22%	116%	28µM*	?	18µM*	-3%	/
COc1ccc(NS(=O)(=O)c2cccs2)cc1S(=O)(=O)N1CCCCC1	-14%	7	-7%	4%	5%	?	2%	-11%	i
COc1cccc(CNC(=O)c2ccc3nc(N4CCCCC4)sc3c2)c1OC	/	/	/	/	-11%	-19%	-20%	/	i
COc1ccc(-c2noc(CN(C(=O)C(C)(C)C)C(C)C)n2)cc1	9%	-4	-3%	22%	20%	4%	1%	8%	i
CCOC(=O)c1c(-c2ccc(C)cc2)csc1NC(=O)c1ccc(C(C)(C)C)cc1	/	/	/	/	-10%	5%	-14%	/	i
Cc1cc(C)c2nc(N3CCN(C(=O)c4ccco4)CC3)sc2c1	?	-29	-1%	10%	35%[activator]	-16%	3%	19%	i
COC(=O)CCC(=O)N1CN2CN(C(=O)CCC(=O)OC)CC([N+](=O)[O-])(C2)C1	29%	-4	-2%	5%	-2%	4%	14%	10%	i
COc1ccc(NC(=O)NCCn2nnc3cc(S(=O)(=O)N(C)C)ccc32)cc1	/	/	/	/	3%	13%	2%	/	i

Part of the list above, with values under each structure:
Sequence of screens – HT1080 IDH1KD tx, IL1B secr inh, SW480 rerep, MCF10A rerep, ATXN2 expr inh, KB-3-1 cytotox, HepG2 tox, HT1080NT lethal, S2 tox
- O=C(NC(=S)Nc1ccc2[nH]ncc2c1)c1ccccc1
→ -23%, ?, 2%, -1%, 17%, 17%, -21%, -1%, i
- Cc1cc(C)c2cc(CN(CC3CCCO3)S(=O)(=O)c3ccc4c(c3)OCCO4)c(=O)[nH]c2c1 (stereo not given)
→ -24%, -27, 24%, -46%[inhibitor], 27%, 2%, -6%, -10%, ?
- Cc1cc(C)n2nc(SCC(=O)N3CCCC(C)C3)nc2n1 (stereo not given)
→ -1%, 5, -1%, -1%, -4%, -7%, 0%, -3%, i
- O=C(Nc1ccccc1)N1CCCC(CNS(=O)(=O)Cc2ccccc2)C1 (stereo not given)
→ -1%, 6, 2%, 4%, 4%, -3%, -9%, -7%, i
- Cc1nn(-c2ccccc2)c(C)c1C(=O)OCC(=O)Nc1ccc2c(c1)OCO2
→ 0%, -3, ?, ?, 1%, 0%, -8%, -4%, i
- Cc1ccc(S(=O)(=O)Nc2cc3c4c(c2)CC(=O)N4CCC3)cc1
→ -12%, 15, -1%, 2%, 8%, -12%, -22%, 0%, i
- CN(C)C(CNC(=O)C1CCN(S(=O)(=O)c2ccccc2)CC1)c1ccccc1 (stereo not given)
→ 2%, 1, 6%, 1%, -14%, -17%, 2%, -7%, i
- CN(CC(=O)Nc1cc(S(=O)(=O)N2CCCC2)ccc1Cl)Cc1cccs1
→ -4%, 0, ?, 7%, /, -8%, -28%, -12%, i
